Screening data (PubChem)
BAZ2B block = BAZ2B (human) inhibition; AID 504333; 4.4% of 360,000 active; Potency, µM (titrated, usually from 114 µM), for inactives: at the top dose activity change, negative = inhibition, hits mostly inhibitors; AlphaScreen BAZ2B-H3K14Ac peptide displacement; Q9UIF8; note: potency is the fitted concentration of half-maximal effect; % is set by controls: 0 for no effect and ±100 for the full control effect; nearly all actives have a fitted effect of over 60% in size
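Complex of BAZ2B and biotin-H3K14Ac (50 nM apiece) forms over 30 min at RT, then faces library compounds up to 110 uM for another 30 min; AlphaScreen beads added, 20 min dark incubation, luminescence read.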
PI4K2A block = blocks human PI4K2A kinase activity. 0.13% of 420,000 active. purified PI4K2A, ADP-Glo luminescence, 1 h; stronger effect = lower value. AID 1346378. activity change, negative = inhibition, % at 76.9 µM; in the data active = activity change below about -50%; inconclusive = mostly about -30% to -49%;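 note: -100% = wells without enzyme as full effect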
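PI4K2A activity was measured by ADP-Glo luminescence: enzyme (4 ug/mL stock) and phosphatidylinositol (1.2 mM stock) in Tris pH 7.5/MgCl2/EGTA/Triton X-100 buffer were reacted with ATP (300 microM stock) for one hour at ambient temperature.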
GLS inh = blocks human kidney-isoform glutaminase activity | GLS enzymatic activity, qHTS titration | Potency, µM (top dose mostly 45.5 µM), without a hit: at the top dose activity change, negative = inhibition, hits mostly inhibitors | 0.21% of 410,000 active; note: potency is the fitted concentration of half-maximal effect; % is set by controls: 0 for no effect and ±100 for the full control effect
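Human kidney-isoform GLS in 45 mM KH2PO4 pH 8.2, 0.02% Tween-20, with compound, started with 1mM L-Glutamine (added stock). Glutamate oxidase/HRP/Amplex red coupled fluorescence read at start and after 30 min at RT.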
JMJD2A Tudor inh = inhibitors of human JMJD2A Tudor domain; O75164; AlphaScreen JMJD2A-Tudor / H3K4me3 peptide binding; Potency, µM (highest dose often 114 µM), inactives show top-dose activity change, negative = inhibition, actives largely listed as inhibitors; 4.4% of 390,000 active; AID 504339; note: potency is the fitted concentration of half-maximal effect; % is set by controls: 0 for no effect and ±100 for the full control effect; nearly all actives have a fitted effect of over 50% in size
12-LOX inh = blocks human arachidonate 12S-lipoxygenase. purified 12hLO, xylenol orange hydroperoxide absorbance. Potency, µM (titrated, usually from 108 µM), without a hit: at the top dose activity change, negative = inhibition, most hits filed as inhibitors. P18054. 1.1% of 580,000 active; note: potency is the fitted concentration of half-maximal effect; % is set by controls: 0 for no effect and ±100 for the full control effect
Target sequence (P18054 whole entry, looked up): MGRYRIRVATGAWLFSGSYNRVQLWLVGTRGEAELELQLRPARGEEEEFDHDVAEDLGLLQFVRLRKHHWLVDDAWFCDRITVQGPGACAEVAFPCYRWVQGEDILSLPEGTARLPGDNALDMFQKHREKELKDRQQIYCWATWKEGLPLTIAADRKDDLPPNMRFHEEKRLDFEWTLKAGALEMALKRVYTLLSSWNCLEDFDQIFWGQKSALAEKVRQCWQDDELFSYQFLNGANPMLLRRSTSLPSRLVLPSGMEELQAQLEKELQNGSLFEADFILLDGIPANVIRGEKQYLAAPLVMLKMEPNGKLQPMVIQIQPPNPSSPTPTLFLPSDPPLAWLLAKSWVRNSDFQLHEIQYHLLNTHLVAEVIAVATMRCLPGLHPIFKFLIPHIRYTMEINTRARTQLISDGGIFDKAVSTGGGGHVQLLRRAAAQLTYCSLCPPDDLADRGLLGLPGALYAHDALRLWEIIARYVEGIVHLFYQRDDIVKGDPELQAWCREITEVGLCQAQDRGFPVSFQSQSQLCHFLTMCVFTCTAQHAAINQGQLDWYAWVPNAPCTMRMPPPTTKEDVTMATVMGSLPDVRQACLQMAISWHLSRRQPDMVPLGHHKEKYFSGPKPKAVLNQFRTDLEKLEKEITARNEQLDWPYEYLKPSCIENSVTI
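Purified human 12hLO (150 nM final) in 25 mM Hepes, 0.01% Triton X-100, pH 7.0 was preincubated 15 min at room temperature with compound. Then 40 uM arachidonic acid was added, 30 min. Hydroperoxide was read by Fe-XO absorbance ratio 573/405 nm.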
HP1b chromo inh = blocks HP1-beta chromodomain binding to methylated histone tails; P83916; AlphaScreen HP1-beta / biotin-H3K9me3 peptide binding; Potency, µM (titrated, usually from 114 µM), inactives show top-dose activity change, negative = inhibition, most hits filed as inhibitors; 0.56% of 390,000 active; note: potency is the fitted concentration of half-maximal effect; nearly all actives have a fitted effect of over 70% in size; inactives centre near 23
Target sequence (P83916 whole entry, looked up): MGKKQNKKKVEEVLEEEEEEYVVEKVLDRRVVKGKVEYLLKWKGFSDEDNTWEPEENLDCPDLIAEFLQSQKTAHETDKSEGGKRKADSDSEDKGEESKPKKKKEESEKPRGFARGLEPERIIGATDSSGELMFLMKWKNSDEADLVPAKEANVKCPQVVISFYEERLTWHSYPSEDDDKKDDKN
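HP1-beta protein (50 nM final) preincubated 30 min at room temperature with biotinylated H3(1-18)K9me3 peptide (50 nM) in PBS pH 7.4, 0.01% Tween-20, then compound added for 30 min. AlphaScreen streptavidin donor/nickel chelate acceptor beads (10 ug/mL final), 30 min dark, luminescence read.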
ERG Ets-DNA blk = inhibitors of human ERG Ets domain-DNA interaction | P11308 | fluorescence polarization, His-ERG Ets domain / labelled DNA | Potency, µM (series often up to 76.9 µM), without a hit: at the top dose FP activity, negative = inhibition, usual class: inhibitors | 0.028% of 370,000 active | AID 624246; active = well fitted inhibition curve with a large enough effect in the polarisation, with a control signal flat; inconclusive = small, poorly fitted or top-dose-only effect, or effect the other way, or a change in a side signal; inactive = no such curve, though single readings can be large or run the other way; the % refers to the polarisation;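 note: polarization taken with two DNA probes labelled with fluorescein and Texas red; potency is the fitted concentration of half-maximal effect; % of control where 0% means no effect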
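His-tagged ERG Ets domain (1 uM in the protein solution; 300mM KCl, 50mM Tris-HCl, 1mM EDTA, 1mM DTT, pH 7.5) received compound, then a probe mix of 5 nM fluorescein-DNA and 100nM Texas-615-DNA. Fluorescence polarization was read for both dyes.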
G9a inh = blocks human histone lysine methyltransferase G9a. G9a H3K9 monomethylation, AlphaScreen, 2 h. Potency, µM (highest dose often 102 µM), inactives show at the highest dose activity, negative = inhibition, usual class: inhibitors. 8.8% of 350,000 active. AID 504332; note: potency is the fitted concentration of half-maximal effect; % is set by controls: 0 for no effect and ±100 for the full control effect; nearly all actives have a fitted effect of over 75% in size
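AlphaScreen detection with an anti-monomethyl H3K9 antibody quantified product after a 2 h room-temperature reaction containing 500 nM biotinylated H3K9 peptide, 20 µM SAM and 20 nM enzyme, which had been preincubated 15 min with compound.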
RGS4 inh = human RGS4 inhibition; 0.039% of 390,000 active; AID 504845; Potency, µM (highest dose often 114 µM), for inactives: top-dose activity change, negative = inhibition, most hits filed as inhibitors; P49798; Transcreener GDP fluorescence polarization, RGS4-accelerated GTP hydrolysis; note: potency is the fitted concentration of half-maximal effect; % is set by controls: 0 for no effect and ±100 for the full control effect; nearly all actives have a fitted effect of over 75% in size; some results filed as inactive show a strong effect at the top dose
Target sequence (P49798 whole entry, looked up): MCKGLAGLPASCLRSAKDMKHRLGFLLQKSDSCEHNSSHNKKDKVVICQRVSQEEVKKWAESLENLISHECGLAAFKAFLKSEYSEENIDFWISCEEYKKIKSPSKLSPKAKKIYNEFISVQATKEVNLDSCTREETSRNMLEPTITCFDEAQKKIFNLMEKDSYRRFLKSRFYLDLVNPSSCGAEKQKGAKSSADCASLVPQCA
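MLSMR compounds (23 nl, pin-transferred) preincubated 10 min at room temperature with a 500nM (2x) first reagent, then RGS4 at 900nM (2x) plus Transcreener GDP mix added; fluorescence polarization (620/688 nm) read before and after 90 min at 30 °C.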
* hit, by the source's call; ? = inconclusive; . = no result given; & = joins results of further samples; [ ] = another dose, or the depositor's remark. Unless noted, calls come from the whole dose curve; as a rule, active = well fitted curve in the direction sought with a large enough effect; inconclusive = small, poorly fitted or top-dose-only effect, or another doubt; inactive = no such curve, though single readings can be large; an effect the other way counts as inactive or inconclusive. The list is partial (hit frequency here may not be typical).

SMILES	BAZ2B block	PI4K2A block	GLS inh	JMJD2A Tudor inh	12-LOX inh	HP1b chromo inh	ERG Ets-DNA blk	G9a inh	RGS4 inh
CCC(C)NC(=O)c1cnc2n(c1=O)CCS2 (stereo not drawn)	-4%	-1	1%	-17%	-7%	49%[activator]	-10%	?	-4%
COc1ccc(N2CCN(CCCNC(=O)CN3C(=O)COc4ccccc43)CC2)cc1	?	0	32%[activator]	?	?	15%	0%	-29%[59 µM]	-22%[56.9 µM]
S=C(c1ccc(-c2ccccc2Cl)o1)N1CCOCC1	40µM*	-1	-5%	40µM*	.	?	.	?	-59%
Cc1nc2ccccn2c1C(=O)NN=C1CCN(C)CC1	-17%	-4	13%	-8%	20%	34%	9%	-31%	6%
C=CCOc1ccccc1CN1CCC(n2nccc2NC(=O)C2CC2)CC1	-7%	1	3%	-8%	331%[activator]	18%	-13%	.	10%
Cc1cccc(Nc2nnc(SCC(O)=C(C#N)c3nc4ccccc4[nH]3)s2)c1	.	-11	16%	-12%	?	10%	7%	.	-18%
Cc1ccc(/C=C/c2onc(C)c2S(=O)(=O)N2CCC(C(=O)NCc3ccc(Cl)cc3)CC2)cc1	2%	3	-1%	-2%	-27%	24%[57 µM]	-4%	12%[59 µM]	6%
Cc1c(C(=O)N2CCC2)oc2ccc(Cl)cc12	.	1	-33%	-3%	3%	30%	-4%	.	4%
O=C(CCCn1c(=O)[nH]c2ccc(Br)cc2c1=O)NCc1ccc(Cl)cc1	-26%	5	-2%	-3%	-6%	28%	-10%	-21%	11%
Cc1cc2nc(-c3ccc(NC(=O)C(C)C)cc3)oc2cc1C	6%	-5	4%	-15%	1%&3%	26%	-1%	18%[59 µM]	42%
Cc1ccc2c(c1)C(=O)c1ccccc1CS2=O (stereo not drawn)	-13%	2	8%	-12%	-9%	7%	-3%	2%[59 µM]	-12%
CCOC(=O)c1nn(-c2ccccc2)c(C#N)c1NC(=O)c1nn(CC)cc1Br	-4%	10	4%	0%	20%	17%	-7%	12%[59 µM]	6%

Overlap with the part before: 2 compounds; new compounds follow.
SMILES	BAZ2B block	PI4K2A block	GLS inh	JMJD2A Tudor inh	12-LOX inh	HP1b chromo inh	ERG Ets-DNA blk	G9a inh	RGS4 inh
Cc1ccc2c(c1)C(=O)c1ccccc1CS2=O (stereo not drawn)	-13%	2	8%	-12%	-9%	7%	-3%	2%[59 µM]	-12%
CCOC(=O)c1nn(-c2ccccc2)c(C#N)c1NC(=O)c1nn(CC)cc1Br	-4%	10	4%	0%	20%	17%	-7%	12%[59 µM]	6%
CC1CN(C(=O)C(C)OC(=O)c2ccc3ncsc3c2)CC(C)O1 (stereo not drawn)	-5%	-1	-1%	-8%	177%[activator]	36%	-4%	14%[12.7 µM]	20%
CCc1ccccc1NC(=S)N=Nc1c(O)n(C)c2ccc(S(=O)(=O)N3CCOCC3)cc12	-39%	2	7%	-25%	1%	3%	-8%	?	-28%
Cc1c(-c2cccs2)[n+](=O)c2c(n1[O-])CCCCC2	8%	-1	5%	-4%	0%	33%	-1%	-1%	9%
NS(=O)(=O)c1cccc(NC(=O)COC(=O)C2(c3cccc(F)c3)CCCC2)c1	-7%	-4	3%	-26%	-27%	1%	-11%	?	10%
CCCCc1nn2c(=O)cc(COC(=O)c3ccco3)nc2s1	0%	1	-2%	-16%	-26%	-10%	0%	4%[59 µM]	6%
CC(=O)N1CCOc2ccc(S(=O)(=O)NCc3ccc(F)cc3)cc21	-31%	6	-11%	-32%	12%	47%[activator]	-6%	24%[59 µM]	2%[56.9 µM]
CC1CCN(C(=O)c2[nH]cnc2C(=O)NC2CCN(C(=O)OC(C)(C)C)CC2)CC1	-33%	5	2%	-19%	0%	23%	1%	5%[2.33 µM]	11%
COc1ccc(-c2nnc(SCC(=O)c3ccc(NC(C)=O)cc3)o2)cc1OC	-2%	-1	9%	-23%	-16%	57%[activator]	-5%	1%[59 µM]	-9%
CCOc1cc(N2CCOCC2)c(OCC)cc1NC(=O)c1ccc(OC)cc1	?	3	1%	-15%	1%	-16%	10%	-50%	-20%
O=C(C1CC1)N1CCN(c2ccc(O)cc2)CC1	-2%	2	10µM*	79µM*	?	?	-4%	25µM*	-10%
O=[N+]([O-])c1ccc(N2CCSCC2)cc1O	?	8	4%	-32%	?	-4%	-6%	-49%	-14%
COc1ccc(C)cc1NC(=O)C(Sc1nncn1C)c1ccccc1 (stereo not drawn)	-16%	4	4%	-9%	-21%	34%	-2%	6%	3%
COC(=O)c1ccc2nccnc2c1	-9%	-2	-3%	1%	0%	29%	7%	0%	1%
COc1ccc(NC(=O)c2cc(-c3ccccc3)on2)cc1OC	13%	-2	0%	-11%	0%	15%	-1%	-5%[0.501 µM]	-8%
O=C(OCC(=O)N1CCCCCC1)c1ccc(Cl)c(S(=O)(=O)N2CCCC2)c1	.	-2	-16%	20µM*	-7%	?	-1%	7%	?
Cc1ncsc1C(=O)Nc1cccc(C(F)(F)F)c1	3%	-2	0%	3%	-7%	23%	-11%	7%	-4%
O=S(=O)(Nc1cccc(-c2ccc(N3CCCC3)nn2)c1)c1ccc(F)c(C(F)(F)F)c1	-19%	-7	7%	-31%	-21%	10%[57 µM]	2%	11%[59 µM]	11%
O=C1NCCN(Cc2c(F)cccc2Cl)C1CC(=O)N1CCCCO1 (stereo not drawn)	-3%	-10	-2%	1%	3%	17%	-3%	.	-14%
COc1cc(/C=C(\C#N)C(=O)NCC2CCCO2)c([N+](=O)[O-])cc1OC (stereo not drawn)	?	-3	-11%	-24%[57.1 µM]	2%	-7%	2%	-67%	-27%
CCOC(=O)Cn1c(CN2CC(C)OC(C)C2)nc2c1c(=O)n(C)c(=O)n2C (stereo not drawn)	12%	-2	-1%	-8%	33%	31%	14%	-11%[59 µM]	0%
O=C(NC1CC(=O)c2sccc21)c1cccc(C(F)(F)F)c1 (stereo not drawn)	-5%	-2	0%	-12%	2%	11%	11%	12%	7%
CCC1(C)Cc2ccccc2-c2nc(NCCCO)n(C)c(=O)c21 (stereo not drawn)	-5%	-7	3%	-20%	0%	36%	2%	6%	19%
O=C(COc1ccc(S(=O)(=O)NCc2ccccc2)cc1)NCC1CCCO1 (stereo not drawn)	2%	2	4%	-4%	-5%	37%	-3%	-29%[12.7 µM]	-35%
CN(CC(=O)Nc1ccc(F)cc1)C(=O)CSc1ncccn1	8%	-4	2%	?	5%	39%[activator]	-3%	-10%	4%
Cc1ccc(-c2c[n+](CC(=O)Nc3c(C)cccc3C)c3n2CCC3)cc1	-2%	-4	-7%	-8%	80%[activator]	48%[activator]	-6%	4%	-17%
CCNC(=O)CSc1nnc(-c2ccccc2Br)n1-c1cccc(C(F)(F)F)c1	7%	0	-5%	-3%	2%	44%[activator]	-1%	?	-45%
Cc1cc(NC(=O)COC(=O)CCNS(=O)(=O)c2cccc(C(F)(F)F)c2)no1	-20%	-7	2%	-5%	-27%	30%	5%	-7%	-8%
COc1c(S(=O)(=O)N2CCN(c3ccc(F)cc3)CC2)ccc(Cl)c1Cl	-1%	0	-11%	-29%	0%	14%	2%	-2%	-9%
CC(C)(C)Cc1nnc(NC(=O)Cc2cccs2)s1	-2%	2	8%	-5%[11.4 µM]	45µM*	?	-4%	3%	?
Clc1ccsc1-c1ccnc(-n2cccc2)n1	42%[activator]	-1	14%	40%[activator]	0%	54%[activator]	-3%	40%[activator][12.7 µM]	-3%
CC1(C)C2CCC1(CS(=O)(=O)Nc1ccc(S(=O)(=O)N3CCCC3)cc1)C(=O)C2 (stereo not drawn)	0%	0	7%	-13%	13%	8%	-5%	-7%[59 µM]	-5%
COc1ccc(CNC(=O)C(CCSC)NS(=O)(=O)c2ccc3c(c2)oc(=O)n3C)cc1 (stereo not drawn)	-1%	0	-11%	-18%	-8%	2%	17%	8%[59 µM]	-26%

Entries above that contain a Cl atom (8):
SMILES	BAZ2B block	PI4K2A block	GLS inh	JMJD2A Tudor inh	12-LOX inh	HP1b chromo inh	ERG Ets-DNA blk	G9a inh	RGS4 inh
S=C(c1ccc(-c2ccccc2Cl)o1)N1CCOCC1	40µM*	-1	-5%	40µM*	.	?	.	?	-59%
Cc1ccc(/C=C/c2onc(C)c2S(=O)(=O)N2CCC(C(=O)NCc3ccc(Cl)cc3)CC2)cc1	2%	3	-1%	-2%	-27%	24%[57 µM]	-4%	12%[59 µM]	6%
Cc1c(C(=O)N2CCC2)oc2ccc(Cl)cc12	.	1	-33%	-3%	3%	30%	-4%	.	4%
O=C(CCCn1c(=O)[nH]c2ccc(Br)cc2c1=O)NCc1ccc(Cl)cc1	-26%	5	-2%	-3%	-6%	28%	-10%	-21%	11%
O=C(OCC(=O)N1CCCCCC1)c1ccc(Cl)c(S(=O)(=O)N2CCCC2)c1	.	-2	-16%	20µM*	-7%	?	-1%	7%	?
O=C1NCCN(Cc2c(F)cccc2Cl)C1CC(=O)N1CCCCO1 (stereo not drawn)	-3%	-10	-2%	1%	3%	17%	-3%	.	-14%
COc1c(S(=O)(=O)N2CCN(c3ccc(F)cc3)CC2)ccc(Cl)c1Cl	-1%	0	-11%	-29%	0%	14%	2%	-2%	-9%
Clc1ccsc1-c1ccnc(-n2cccc2)n1	42%[activator]	-1	14%	40%[activator]	0%	54%[activator]	-3%	40%[activator][12.7 µM]	-3%
